ZTA DNA inh: counter-screen for EBNA-1 inhibitors: inhibitors of Epstein-Barr virus ZTA | 320,000 tested, 0.15% active | AID 2234 | ZTA-DNA binding, fluorescence polarization | inhibition, % at 11 µM; in the data active means inhibition above about 33%
Target sequence (P03206 whole entry, looked up): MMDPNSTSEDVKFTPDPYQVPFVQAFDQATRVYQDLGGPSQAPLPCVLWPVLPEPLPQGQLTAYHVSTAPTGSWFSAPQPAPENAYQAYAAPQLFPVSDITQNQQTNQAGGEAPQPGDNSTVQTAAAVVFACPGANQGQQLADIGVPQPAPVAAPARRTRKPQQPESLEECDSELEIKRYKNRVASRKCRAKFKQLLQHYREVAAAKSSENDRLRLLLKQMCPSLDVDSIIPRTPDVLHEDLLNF
TPT1 inhibitor: C. albicans TPT1 enzyme inhibition. recombinant caTPT1, FP RNA substrate dephosphorylation. inhibition, % at 5 µM. 300,000 tested, 0.81% active. AID 1962;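 active means inhibition above the mean of all tested compounds plus 3 SD, set per screening campaign, cut at about 24% in these data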;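 further: plate controls were DMSO alone for no effect and ferristatin control at 100 nM for full effect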
Fh CTSL1 inh: blocks F. hepatica cathepsin L1 in PFM18AAP counter-screen. recombinant F. hepatica cathepsin L1, Z-Leu-Arg-MCA fluorescence. inhibition, % at 5.96 µM. 300,000 tested, 0.49% active;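 active means inhibition above the mean of all tested compounds plus 3 SD, set per screening campaign, cut at about 17% in these data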;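 further: 0% = plate median of test compound wells and 100% = 1 µM Z-Phe-Ala-diazomethylketone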
EBNA-1 inh: blocks EBNA-1 binding to DNA | inhibition, % at 14.8 µM | EBNA-1 DNA binding, fluorescence polarization | AID 1950 | 300,000 tested, 0.34% active; in the data active means inhibition above about 28%
PP5 inh: PP5 (human) phosphatase inhibition. P53041. 320,000 tested, 0.18% active. AID 1987. purified PP5c, OMFP substrate fluorescence. inhibition, % at 6.7 µM;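 active means inhibition above the campaign's mean inhibition across all tested compounds plus 3 SD, cut at about 9.5% in these data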;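 further: 0% = DMSO only and 100% = 100 µM cantharidin control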
Target sequence (P53041 whole entry, looked up): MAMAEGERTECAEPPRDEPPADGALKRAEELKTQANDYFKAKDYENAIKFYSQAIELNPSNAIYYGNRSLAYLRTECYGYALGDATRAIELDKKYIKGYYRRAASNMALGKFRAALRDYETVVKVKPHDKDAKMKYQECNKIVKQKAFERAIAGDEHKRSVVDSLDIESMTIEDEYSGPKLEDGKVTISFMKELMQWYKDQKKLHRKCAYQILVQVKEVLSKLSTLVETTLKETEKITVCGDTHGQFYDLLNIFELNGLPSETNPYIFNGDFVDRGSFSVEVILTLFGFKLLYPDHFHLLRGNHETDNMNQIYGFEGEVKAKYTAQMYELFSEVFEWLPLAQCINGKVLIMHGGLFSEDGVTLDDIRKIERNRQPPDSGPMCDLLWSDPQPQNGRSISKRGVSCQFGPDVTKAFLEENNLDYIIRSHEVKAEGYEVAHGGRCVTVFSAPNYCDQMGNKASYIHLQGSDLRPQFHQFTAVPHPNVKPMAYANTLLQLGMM
GASC-1 inh: human JMJD2C demethylase inhibition; GST-JMJD2C(1-420) H3K9me3 demethylation, DELFIA europium; inhibition, % at 2.35 µM; Q9H3R0; 330,000 tested, 0.069% active;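 active means more than half of a compound's replicate wells show inhibition beyond 50%, single wells judged on their own value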;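 further: signal counts dimethyl H3K9 product captured on neutravidin plate; 0% = median of DMSO wells and 100% = 0.3 times that DMSO median; strong numbers were not always called active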
CR mimetic SO: caloric restriction mimetics inhibiting age-related superoxide in yeast | S. cerevisiae aged cells, superoxide DHE fluorescence; hits give low values | superoxide response (% of plate mean), % at 10 µM | 330,000 tested, 0.18% active | AID 2690;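 active means superoxide response under a set limit, about three screen SD below normal, cut at about 65% in these data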;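 further: yeast aged for seven days with compound at 30 °C before DHE staining; 100% = average MFI of all compound-treated wells on the plate with controls excluded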
core dimer inh: HCV core protein dimerization inhibition; TR-FRET GST/Flag-core106 dimerization, 1536-well; inhibition, % at 5 µM; 300,000 tested, 0.33% active;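 active means inhibition above the mean of all tested compounds plus 3 SD, set per screening campaign, cut at about 45% in these data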
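Assay system: GST-tagged and Flag-tagged HCV core protein residues 1-106 / Times: compound-protein-antibody incubation 4 h at 22.5 °C / Signal: time-resolved FRET, ex 340 nm, em 617 and 671 nm / Evaluation: % inhibition based on acceptor/donor emission ratio / Benchmarks: wells lacking GST-core106 and wells with excess unlabelled core106 / Repeats: singlicate, one well per compound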
PP1 inh: counter-screen for PP5 inhibitors: inhibitors of human PP1-alpha | P62136 | purified PP1alpha, OMFP fluorescence | inhibition, % at 6.7 µM | 320,000 tested, 0.9% active;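 active means inhibition above the mean inhibition of all tested compounds plus 3 SD, computed separately for each screening campaign, cut at about 15% in these data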
Active calls of the source: *; . = not tested or not shown.

Order of values – ZTA DNA inh	TPT1 inhibitor	Fh CTSL1 inh	EBNA-1 inh	PP5 inh	GASC-1 inh	CR mimetic SO	core dimer inh	PP1 inh
- CCC(C)(C(=O)NC1CCCCC1)N(CC1CCCO1)C(=O)c1ccccn1 (stereo not drawn)
 : 2	-4	4	7	-1.8	62	90	1	-3
- CC(C)c1ccccc1OCC(=O)NCC(c1cccs1)N1CCOCC1 (stereo not drawn)
 : 13	-5	-1	-6	1.3	5	109	-3	-3
- O=C(CSc1ccc2nnc(-c3cccnc3)n2n1)NCc1ccc2c(c1)OCO2
 : 4	-4	0	4	-1.6	-6	91	12	0
- CC(C)(C)c1nc(SCC(=O)N2CCCC2)c2ccccc2n1
 : 1	4	5	3	-1.4	1	74	2	-1
- COC(=O)[C@@]1(Cc2ccc(F)cc2)[C@H]2c3cc(C(=O)N(C)C)n(Cc4ccccn4)c3C[C@H]2CN1C(=O)c1ccccc1
 : -3	0	-1	-7	6.8	3	111	-1	1
- O=C(CN1CCCCC1)Nc1ccc(F)c(Cl)c1
 : 4	-1	0	3	-2.1	1	89	-5	-2
- CCc1cccc(CC)c1NC(=O)C1SC(=Nc2ccccc2C)C(c2nc3ccccc3s2)=C1N (stereo not drawn)
 : 0	1	2	-20	3.8	-1	105	23	3
- S=c1[nH]nc(COc2ccc(Cl)cc2)n1Cc1ccccc1
 : 6	1	-5	-1	0.1	-14	118	2	-1
- COc1ccc(/C=N/Nc2nc(-c3ccc(Cl)cc3)cc(C(F)(F)F)n2)cc1OC
 : -3	-3	4	3	6.1	-5	109	3	1
- CC(=O)N1CC(C)Sc2ccc(S(=O)(=O)NC(C)c3ccccc3)cc21 (stereo not drawn)
 : -3	-3	1	10	2.4	3	90	10	0
- COc1ccc(N2CCN(C(=O)COC(=O)CNC(=O)c3ccccc3)CC2)cc1
 : -2	3	-4	6	0.6	-12	92	-2	2
- O=C(O)C1CCCN(S(=O)(=O)c2ccccc2[N+](=O)[O-])C1 (stereo not drawn)
 : 7	-9	0	0	-0.1	15	103	-2	-2
- O=C(NNC(=S)Nc1cccc(C(F)(F)F)c1)c1cccc(Cl)c1
 : 6	-3	1	5	0.8	-4	104	5	4
- CCC(CC)c1nnc(NC(=O)c2ccc([N+](=O)[O-])cc2)s1
 : -9	-1	5	-3	0.2	5	88	0	0
- Cc1nc(SCC(=O)N2CCc3ccccc32)n[nH]1
 : -4	-4	0	-9	0.5	1	93	3	-7

7 records drawn at random from those above:
Order of values – ZTA DNA inh	TPT1 inhibitor	Fh CTSL1 inh	EBNA-1 inh	PP5 inh	GASC-1 inh	CR mimetic SO	core dimer inh	PP1 inh
- Cc1nc(SCC(=O)N2CCc3ccccc32)n[nH]1
 : -4	-4	0	-9	0.5	1	93	3	-7
- CC(=O)N1CC(C)Sc2ccc(S(=O)(=O)NC(C)c3ccccc3)cc21 (stereo not drawn)
 : -3	-3	1	10	2.4	3	90	10	0
- CCC(C)(C(=O)NC1CCCCC1)N(CC1CCCO1)C(=O)c1ccccn1 (stereo not drawn)
 : 2	-4	4	7	-1.8	62	90	1	-3
- COC(=O)[C@@]1(Cc2ccc(F)cc2)[C@H]2c3cc(C(=O)N(C)C)n(Cc4ccccn4)c3C[C@H]2CN1C(=O)c1ccccc1
 : -3	0	-1	-7	6.8	3	111	-1	1
- S=c1[nH]nc(COc2ccc(Cl)cc2)n1Cc1ccccc1
 : 6	1	-5	-1	0.1	-14	118	2	-1
- O=C(NNC(=S)Nc1cccc(C(F)(F)F)c1)c1cccc(Cl)c1
 : 6	-3	1	5	0.8	-4	104	5	4
- COc1ccc(/C=N/Nc2nc(-c3ccc(Cl)cc3)cc(C(F)(F)F)n2)cc1OC
 : -3	-3	4	3	6.1	-5	109	3	1

(cont.)
Order of values – ZTA DNA inh	TPT1 inhibitor	Fh CTSL1 inh	EBNA-1 inh	PP5 inh	GASC-1 inh	CR mimetic SO	core dimer inh	PP1 inh
- COC(=O)c1ccc(NC(=O)CSc2nnc(C)n2-c2ccccc2)cc1
 : 2	-1	-5	4	0.5	6	77	2	-1
- O=C(NCCc1ccccc1)c1cnc2ccccn2c1=O
 : 4	-1	3	15	-1.6	-3	93	-5	-2
- CN(CC(=O)Nc1ccc2c(c1)OCCO2)S(=O)(=O)c1ccc(Br)s1
 : -12	-4	-2	-3	3.4	4	108	-2	-2
- O=S(=O)(c1ccccc1)c1ncc(C(F)(F)F)cc1O
 : -2	-4	5	3	-0.9	8	88	-9	0
- CC(=O)c1cccc(NC(=O)Nc2cccnc2)c1
 : 3	3	3	-5	-0.1	7	98	-9	-4
- CN(CC(=O)Nc1ccc(F)cc1)C(=O)COC(=O)CCN1C(=O)C2CC=CCC2C1=O (stereo not drawn)
 : 3	3	-1	9	0.9	2	98	0	-2
- CC(C)c1ccccc1NC(=S)NC1CCCCC1
 : 1	-4	-2	1	-0.8	14	93	5	-5
- O=C(CSC1=NS(=O)(=O)c2cc(F)ccc2N1)NCc1ccccc1Cl
 : 0	-3	-4	3	-1.8	-2	96	3	-2
- CCN(CC)C(=O)COc1ccc(/C=C(\C#N)S(=O)(=O)c2ccccc2)cc1OC
 : 15	0	0	7	-3.0	-1	97	2	-5
- NCCNC[C@@H]1COC2(CCCCCCCCCCC2)O1
 : 18	2	-4	-2	7.0	1	93	1	-1
- O=C1S/C(=C\C=C\c2ccco2)C(=O)N1c1ccc(O)cc1
 : 19	11	5	10	-1.0	3	87	51*	4
- CCOC(=O)c1sc(N2C(=O)C(O)=C(C(=O)c3ccco3)C2c2cccc([N+](=O)[O-])c2)nc1C (stereo not drawn)
 : 4	-6	2	15	1.8	-14	104	17	39*
- CCOCCCNC(=S)NCCCNc1nc2ccc(C)cc2cc1C#N
 : 0	1	2	-5	2.8	-4	100	-3	4
- O=C1CC(N2CCC(c3nc4ccccc4s3)CC2)C(=O)N1Cc1ccccc1 (stereo not drawn)
 : 3	1	3	3	0.0	8	106	5	-2
- CCNC(=O)c1c(N)sc2c1CCCCC2
 : 1	2	3	4	0.1	-9	114	3	1

Structures shown so far containing a cyano group (2):
Order of values – ZTA DNA inh	TPT1 inhibitor	Fh CTSL1 inh	EBNA-1 inh	PP5 inh	GASC-1 inh	CR mimetic SO	core dimer inh	PP1 inh
- CCN(CC)C(=O)COc1ccc(/C=C(\C#N)S(=O)(=O)c2ccccc2)cc1OC
 : 15	0	0	7	-3.0	-1	97	2	-5
- CCOCCCNC(=S)NCCCNc1nc2ccc(C)cc2cc1C#N
 : 0	1	2	-5	2.8	-4	100	-3	4

Remaining list, next part.
Order of values – ZTA DNA inh	TPT1 inhibitor	Fh CTSL1 inh	EBNA-1 inh	PP5 inh	GASC-1 inh	CR mimetic SO	core dimer inh	PP1 inh
- Cc1ccc(C(=O)n2nc(-c3ccco3)nc2N)cc1
 : -3	-3	-3	2	2.7	1	97	-4	1
- Cc1cc(NC(=O)CCCC(=O)N(c2ccccc2)C(C(=O)NC2CCCCC2)c2cccs2)no1 (stereo not drawn)
 : -13	-5	-15	-4	2.5	132	104	1	2
- CC(=O)NNc1ccc(C(F)(F)F)cc1[N+](=O)[O-]
 : -10	-1	0	3	1.0	3	97	1	0
- O=C(NCc1ccc2c(c1)OCO2)C(c1ccco1)N(C(=O)c1csnn1)c1ccccc1 (stereo not drawn)
 : -12	-2	-4	13	-3.1	-2	81	1	7
- Cc1ccc(NC(=O)N2CCC(c3ccccc3)C2)cc1C (stereo not drawn)
 : 1	3	0	-9	0.9	3	104	2	-1
- Cc1ccccc1C(=O)NC(=S)NC1CC1
 : -8	-1	2	-4	2.7	-4	107	8	5
- O=C(c1cc2c(s1)CCCC2)N1CCN(S(=O)(=O)c2ccccc2)CC1
 : 2	0	-1	-5	2.7	4	131	1	-2
- c1ccc2[nH]c(CN3CCOCC3)nc2c1
 : 10	0	-2	0	-0.7	-3	100	7	0
- C#CCNC(=O)C1=C[C@@H](C2CCCCC2)C[C@@H](OCc2ccc(CO)cc2)O1
 : -3	-4	-1	-13	3.9	-4	.	2	4
- O=C(c1ccccc1)N1CCN(S(=O)(=O)c2ccc(Cl)c(C(F)(F)F)c2)CC1
 : -7	.	.	.	5.4	4	77	.	2
- CCCc1cc(-c2n[nH]c(C(=O)OCC)c2-c2cscn2)c(O)cc1O
 : -7	-6	3	-2	4.6	-1	85	-1	-1
- O=C(c1ccc(OC2CCN(Cc3cccc(F)c3)CC2)cc1)N1CCCCC1
 : 5	-1	1	-1	1.4	-7	100	7	3
- COc1ccc(NC(=O)c2cc3c([nH]c4ccccc43)c(C)n2)cc1
 : 2	2	-2	1	0.7	-13	126	3	-1
- COc1cc(N2CCCC2)c(OC)cc1C=O
 : -5	1	5	-1	2.2	11	97	-3	-3
- Cc1cccc2cc(COC(=O)C3CCCO3)c(=O)[nH]c12 (stereo not drawn)
 : 2	0	0	-8	-1.5	3	95	-2	-3
- O=C(CSc1ncnc2c1oc1ccccc12)N1CCN(c2ccccc2)CC1
 : -5	-1	8	3	-1.3	0	114	2	-3
- Cc1ccc(Nc2nc(C)nc3c2oc2ccccc23)cc1
 : 3	-3	0	-2	4.8	14	86	1	-1
- Cc1ccc(CNC(=S)N2CCOCC2)cc1
 : 0	0	-1	-4	-1.4	-1	67	-3	2
- CC(=O)Nc1ccc(N(C(=O)Cn2nnc3ccccc32)C(C(=O)NC2CCCC2)c2ccc(O)c(O)c2)cc1 (stereo not drawn)
 : 4	1	-1	1	1.5	7	103	2	1
- O=C(c1cccnc1)N1N=C(C2CCCCC2)CC1(O)C(F)(F)F (stereo not drawn)
 : -2	-1	0	-1	3.2	-1	101	-12	0
- O=S(=O)(c1ccc(Cl)cc1)N1CCc2ccccc21
 : -3	0	-2	-2	-3.7	5	92	-5	2
- Nc1ccc(-n2ccnc2)cc1
 : 3	-1	6	10	-1.7	5	100	1	-3
- O=C(Oc1csc(=S)n1C(=O)c1ccccc1)c1ccccc1
 : 25	2	-1	1	-0.2	1	103	-1	0
- CCOC(=O)c1c(NC(=O)CNCC(O)CO)sc(C)c1C (stereo not drawn)
 : -3	1	-1	-7	-0.9	4	115	0	-5
- COc1cc(/C=N/n2c(C3CCCCC3)n[nH]c2=S)cc(OC)c1O
 : 1	1	0	0	1.2	-8	99	-6	1

Screening results (PubChem BioAssay)
